# HTRA1 inhibitor – HTRA1 serine protease inhibitors, primary screen, biochemical, fluorescence polarization, HTS; recombinant HTRA1, FP-rhodamine activity-based probe; inhibition, % at 5.96 µM; actives 0.5% (n = 340,000); in the data active = inhibition above about 36%;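 also: 0% = enzyme with DMSO and 100% = wells lacking enzyme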
# SIAE primary – human SIAE inhibitors, primary screen, biochemical, fluorescence polarization, FP-Rh probe, 1536-well HTS | Sialate O-acetylesterase (Homo sapiens), Q9HAT2 | inhibition, % at 9.66 µM | AID 1053197, 2014 | SIAE FP-Rh probe binding | actives 0.69% (n = 370,000);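 active = inhibition above a cutoff: mean of compounds within the control limits plus 3 SD of those, cut at about 17% in these data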;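 also: 0% = plate median of compound wells and 100% = probe without SIAE protein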
# MBD2 DNA inh – inhibitors of MBD2 binding to methylated DNA, primary screen, biochemical, TR-FRET, DNA-binding domain, human. inhibition, % at 4.4 µM. MBD2 binding to methylated oligonucleotide. actives 0.31% (n = 370,000). Methyl-CpG-binding domain protein 2 (Homo sapiens), Q9UBB5. AID 686964, 2013; in the data active = inhibition above about 13%
# UHRF1 MBD2 ctr – UHRF1 methylated DNA binding inhibitors, primary screen, counter-screen for MBD2 inhibitor project, biochemical, TR-FRET, human UHRF1, single concentration; E3 ubiquitin-protein ligase UHRF1 (Homo sapiens), Q96T88; UHRF1 binding to methylated oligo; inhibition, % at 4.4 µM; actives 0.75% (n = 370,000); AID 687016, 2013; in the data active = inhibition above about 21%;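 also: UHRF1 SRA domain binding a hemimethylated CpG hairpin DNA probe; 0% = median of test compound wells and 100% = reference inhibitor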
# PRMT1 inh – PRMT1 methyltransferase inhibitors, primary screen, biochemical, fluorescence polarization; recombinant PRMT1, activity-based probe fluorescence polarization; inhibition, % at 2.79 µM; actives 1.3% (n = 370,000);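 active = inhibition above about 21% made by adding two undisclosed values, limit read from the data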
# NPR1 activator – GC-A stimulated cGMP production enhancers – HEK293 GC-A cells, cGMP TR-FRET, EC30 ANP, primary screen. Atrial natriuretic peptide receptor 1 (Homo sapiens), P16066. 0% at EC30 ANP, 100% saturating ANP. activation, % at 10 µM. actives 0.14% (n = 370,000); in the data active = activation above about 40%
# Target sequence (P16066 whole entry, looked up): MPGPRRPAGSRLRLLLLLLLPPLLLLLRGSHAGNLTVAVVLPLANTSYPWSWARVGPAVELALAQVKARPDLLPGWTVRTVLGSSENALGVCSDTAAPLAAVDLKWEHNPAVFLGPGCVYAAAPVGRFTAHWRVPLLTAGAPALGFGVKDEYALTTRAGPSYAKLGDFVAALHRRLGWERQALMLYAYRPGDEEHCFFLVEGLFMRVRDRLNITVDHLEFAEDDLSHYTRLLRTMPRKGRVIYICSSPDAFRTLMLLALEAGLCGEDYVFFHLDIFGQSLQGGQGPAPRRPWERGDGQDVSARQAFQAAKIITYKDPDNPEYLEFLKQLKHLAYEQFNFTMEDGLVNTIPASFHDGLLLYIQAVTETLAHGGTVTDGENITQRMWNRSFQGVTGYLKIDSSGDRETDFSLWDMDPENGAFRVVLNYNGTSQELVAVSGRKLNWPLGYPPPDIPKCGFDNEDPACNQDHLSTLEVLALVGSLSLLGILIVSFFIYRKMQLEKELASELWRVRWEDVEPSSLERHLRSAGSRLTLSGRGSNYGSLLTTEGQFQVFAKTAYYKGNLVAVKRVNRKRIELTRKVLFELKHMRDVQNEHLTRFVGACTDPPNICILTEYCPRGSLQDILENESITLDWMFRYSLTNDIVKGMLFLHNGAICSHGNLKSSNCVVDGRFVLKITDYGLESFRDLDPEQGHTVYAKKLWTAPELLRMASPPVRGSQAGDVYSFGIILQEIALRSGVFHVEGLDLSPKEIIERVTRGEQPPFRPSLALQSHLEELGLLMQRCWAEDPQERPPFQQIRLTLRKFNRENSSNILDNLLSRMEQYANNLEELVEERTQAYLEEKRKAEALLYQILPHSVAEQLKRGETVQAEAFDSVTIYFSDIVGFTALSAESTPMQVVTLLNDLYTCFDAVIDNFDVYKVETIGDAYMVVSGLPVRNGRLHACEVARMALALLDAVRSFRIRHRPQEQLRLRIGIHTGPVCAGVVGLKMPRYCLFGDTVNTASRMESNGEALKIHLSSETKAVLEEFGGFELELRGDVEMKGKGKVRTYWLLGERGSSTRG
# TCR-CD3 inh – inhibitors of human TCR-CD3 interaction, primary screen, biochemical, fluorescence, TAMRA-labeled TCR probe | T-cell receptor (TCR) | inhibition, % at 9.4 µM | actives 0.37% (n = 360,000) | AID 651800, 2012; in the data active = inhibition above about 19%;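 also: recombinant mutant TCR 2C K166C tagged with TAMRA read by polarization; 0% = receptor in buffer alone and 100% = receptor with positive control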
# GC-B act – human GC-B receptor activators, primary screen, HEK293 GC-B cells, cGMP TR-FRET, EC30 CNP; 0% at EC30 CNP, 100% saturating CNP; activation, % at 10 µM; actives 0.11% (n = 370,000); AID 1920062, 2024;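 active = activation at 10 µM reaching about 35% in either raw or pattern-adjusted values, limit read from the data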
# mABHD4 FP – ABHD4 inhibitors, primary screen, biochemical, fluorescence polarization, mouse | purified mABHD4, FP-Rh probe fluorescence polarization | inhibition, % at 8.92 µM | actives 0.54% (n = 370,000) | AID 720543, 2013;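 active = inhibition exceeding the mean over every tested compound plus 3 SD, cut at about 30% in these data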;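 also: 0% = plate median of compound wells and 100% = S159A mutant with DMSO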
#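 Test system: mABHD4 protein; Read-out basis: % inhibition; Incubation: 45 min + 60 min at 25 °C; Repeats: single replicate; Technique: fluorescence polarization with parallel and perpendicular emission, 525/598 nm; Compound: 8.92 µM, single dose; Benchmarks: full inhibition S159A mutant plus DMSO, zero as sample-well median.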
# rCAG RNA binder – binders of r(CAG) RNA repeats, primary screen, biochemical, fluorescence; inhibition, % at 3 µM; AID 651821, 2012; r(CAG) RNA repeat, TO-PRO-1 dye displacement fluorescence; actives 1.3% (n = 370,000);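 active = inhibition above the plate cutoff, the mean of all test compounds on that plate plus 3 SD, cut at about 35% in these data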;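 also: 0% = DMSO alone and 100% = 100 µM mitoxantrone as full dye displacement; higher means more dye released from RNA so lower well fluorescence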
# * marks the source's active call; other numbers are inactive results; · = no result given. These rows are one share of the data; count on the stated rates, not on these rows.
no. | SMILES | HTRA1 inhibitor | SIAE primary | MBD2 DNA inh | UHRF1 MBD2 ctr | PRMT1 inh | NPR1 activator | TCR-CD3 inh | GC-B act | mABHD4 FP | rCAG RNA binder
1 | CSc1ccc(CN2CCN(C(=O)c3ccc([N+](=O)[O-])cc3)CC2)cc1 | 6 | -2 | -2 | 4 | 8 | 2 | -1 | 3 | 12 | -5
2 | O=C(COC(=O)COc1ccccc1)Nc1ccc(Br)cc1Br | 3 | -1 | 1 | 0 | 3 | 5 | 0 | -4 | -1 | 2
3 | CCCOc1cccc(C(=O)NC(=S)Nc2cccc(NC(=O)c3ccccc3Cl)c2)c1 | -28 | -62 | -3 | 1 | 1 | 2 | -1 | 1 | -24 | 8
4 | N#Cc1c(N2CCCCC2)nc(N)c2c(N)nc3c(c12)CC(CCl)O3 (stereo unspecified) | 3 | -7 | -2 | -12 | -2 | 21 | 2 | 4 | -2 | 22
5 | NS(=O)(=O)c1ccc(S(=O)(=O)N2CCN(C3CCCC3)CC2)cc1 | 0 | 0 | 3 | 1 | -1 | 1 | 3 | 2 | 5 | 2
6 | OC(COCc1cccs1)CN1CCN(c2ccccn2)CC1 (stereo unspecified) | -10 | 1 | -6 | -5 | -2 | 2 | -6 | 2 | -6 | -3
7 | O=C(NCc1ccc2c(c1)OCO2)C1CC(=O)N(C2CCCC2)C1 (stereo unspecified) | -7 | -2 | 0 | -1 | -3 | -2 | 2 | -1 | 1 | 0
8 | CSc1ccccc1NC(=O)CN(C)S(=O)(=O)c1ccc(F)cc1 | -3 | 3 | -2 | 5 | 6 | -3 | -7 | 3 | -3 | -2
9 | CC(Cc1cccs1)NC(=O)Nc1ccc(Cl)cc1 (stereo unspecified) | -18 | 2 | 1 | -1 | -1 | -1 | 0 | 3 | -14 | 1
10 | COc1ccc(OC)c(NC(=O)c2cccc(N3C(=O)C4C5CCC(C5)C4C3=O)c2)c1 (stereo unspecified) | 5 | 7 | 2 | 0 | -1 | 3 | 3 | 3 | 2 | -6
11 | O=C(NCCN1CCOCC1)c1ccc(NC(=O)C2COc3ccccc3O2)cc1 (stereo unspecified) | -6 | -4 | 1 | 3 | 4 | 1 | 0 | -5 | 1 | -5
12 | CC(C)(C)C(=O)Nc1nc2c(c(=O)[nH]1)CCCC2 | 7 | -1 | -4 | 0 | 1 | 0 | -5 | 1 | 2 | 3
13 | CCCC(=O)NC(=S)Nc1cccc(-c2nc3ncccc3o2)c1 | -2 | -2 | 3 | -3 | -5 | -4 | -7 | -2 | -4 | -2
14 | CCOC(=O)CNC(=O)c1ccccc1Br | 3 | -7 | 1 | 0 | -1 | 2 | 5 | 4 | 2 | -1
15 | C=CCNS(=O)(=O)c1ccc(C(=O)OCc2cc(=O)oc3cc(OC)ccc23)cc1 | -24 | -2 | 1 | -1 | 2 | -6 | 0 | -4 | 2 | 14
16 | NC(=O)c1cc2ccccc2o/c1=N\NC(=O)c1ccc(F)cc1 | -3 | 0 | -2 | -8 | -3 | -6 | -1 | -6 | 5 | 1
17 | OC(CNCc1ccccn1)c1ccccc1 (stereo unspecified) | 6 | 2 | 1 | 0 | 0 | 4 | 0 | 0 | 7 | 8
18 | CCC(C)NC(=O)c1ccccc1NC(=O)CN(c1cc(C)ccc1OC)S(C)(=O)=O (stereo unspecified) | -3 | 4 | 5 | 0 | 0 | -4 | 2 | 4 | 4 | -10
19 | CC(C)CN(C(=O)c1ccc2c(c1)OCO2)C1CCS(=O)(=O)C1 (stereo unspecified) | 4 | -1 | -3 | -2 | -1 | 2 | 1 | -4 | -5 | -1
20 | OC(CNCC1COc2ccccc2O1)COc1ccccc1F (stereo unspecified) | -4 | 3 | 3 | 2 | 3 | -1 | -1 | -1 | 0 | -4
21 | CC(C)=Cc1c(O)nc2ccccn2c1=O | 1 | 2 | -2 | 0 | -4 | 3 | 4 | 2 | 0 | -3
22 | CCc1nnc(NCn2nc(C)cc2C)s1 | 13 | -3 | -4 | -2 | 1 | -1 | 6 | -2 | -2 | 1
23 | NC(=O)CNC(=O)[C@@H]1CC2(CC(c3ccccc3)=NO2)CN1C(=O)c1ccc(Br)cc1 (stereo partly specified) | 3 | 5 | -4 | 2 | -1 | -2 | 6 | 10 | 4 | -2
24 | O=C(COC(=O)CCC1CCCC1)Nc1ccccc1Br | -5 | -11 | -1 | -2 | 2 | -1 | -3 | 1 | 5 | -1
25 | Cc1ccc(C(c2nnnn2C2CCCCC2)N2CCc3ccccc32)cc1 (stereo unspecified) | -14 | 2 | 4 | 4 | 1 | -6 | -8 | -8 | -8 | 6
26 | NC(N)=NCC(O)CN(c1ccccc1)c1ccccc1 (stereo unspecified) | · | 4 | -3 | 0 | 0 | 2 | 7 | 3 | 7 | 12
27 | CCc1nn(CCCC(=O)NCc2ccc(OC(C)C)cc2)c(=O)c2cc3occc3n12 | -10 | 5 | 3 | 0 | 4 | 2 | -5 | -7 | -2 | -2
28 | NC(Cc1ccc(F)cc1)c1csc(Nc2cc(Oc3ccccc3)ncn2)n1 (stereo unspecified) | · | 3 | 3 | -1 | -7 | -7 | -5 | -5 | 16 | 18
29 | NC(=O)/C(=C/c1ccco1)NC(=O)c1ccc(Br)o1 | 4 | -4 | -5 | -3 | 8 | 0 | 4 | 9 | 8 | 3
30 | Cc1ccc(C2=Nc3ccccc3N=C(C(Cl)Cl)C2)cc1 | -9 | 7 | -9 | -5 | 11 | -7 | 1 | 0 | 7 | 7

# New compounds follow
nr	Compound	HTRA1 inhibitor	SIAE primary	MBD2 DNA inh	UHRF1 MBD2 ctr	PRMT1 inh	NPR1 activator	TCR-CD3 inh	GC-B act	mABHD4 FP	rCAG RNA binder
31	O=C(NCc1ccccn1)C1COc2ccccc2O1 (stereo unspecified)	1	-8	8	5	4	1	4	2	-10	4
32	C[C@H](O)[C@@H]1C(=O)N2CCc3c([nH]c4ccccc34)[C@@H]2C[C@@H]1N(C)C(=O)Nc1ccc(F)cc1	-2	3	-8	-6	15	1	-7	-10	1	9
33	Cc1ccc(N(C(=O)c2ccccn2)C2(C(=O)NC3CCCC3)CCCCC2)cc1	-1	2	-4	2	3	-21	-8	-15	9	-10
34	COc1cccc(CN(C)CC(=O)NCc2ccccc2Cl)c1OC	-5	3	2	0	-2	-7	0	-1	4	-11
35	O=C(Nc1ccc2c(c1)OCCO2)C1CCCN1S(=O)(=O)c1ccc(Cl)cc1 (stereo unspecified)	-4	1	2	4	-2	0	1	5	2	-2
36	N/C(=N\OC(=O)N1CCOCC1)c1ccc(Br)cc1	4	-1	0	5	2	0	0	2	-4	1
37	Cc1ccc(NC(=O)COC(=O)c2ccccc2Nc2ccccc2)cc1	-8	-7	2	8	3	2	1	0	-4	2
38	COCCCNCCCOc1ccc(Cl)cc1C(C)(C)C	13	-1	-3	1	0	-4	-4	-7	10	-1
39	C=CC(=O)Nc1ccc(N(C)c2ccnc(Nc3ccc(N4CCN(C)CC4)cc3)n2)cc1	2	0	4	10	-2	-6	6	-8	11	-7
40	O=C(CSc1nc2ccccc2c(=O)n1CC1CCCCC1)N1CCOCC1	0	-1	2	12	-1	10	1	12	-1	-7

# Part of the list above in order of count of non-hydrogen atoms, descending:
nr	Compound	HTRA1 inhibitor	SIAE primary	MBD2 DNA inh	UHRF1 MBD2 ctr	PRMT1 inh	NPR1 activator	TCR-CD3 inh	GC-B act	mABHD4 FP	rCAG RNA binder
39	C=CC(=O)Nc1ccc(N(C)c2ccnc(Nc3ccc(N4CCN(C)CC4)cc3)n2)cc1	2	0	4	10	-2	-6	6	-8	11	-7
27	CCc1nn(CCCC(=O)NCc2ccc(OC(C)C)cc2)c(=O)c2cc3occc3n12	-10	5	3	0	4	2	-5	-7	-2	-2
33	Cc1ccc(N(C(=O)c2ccccn2)C2(C(=O)NC3CCCC3)CCCCC2)cc1	-1	2	-4	2	3	-21	-8	-15	9	-10
28	NC(Cc1ccc(F)cc1)c1csc(Nc2cc(Oc3ccccc3)ncn2)n1 (stereo unspecified)	·	3	3	-1	-7	-7	-5	-5	16	18
35	O=C(Nc1ccc2c(c1)OCCO2)C1CCCN1S(=O)(=O)c1ccc(Cl)cc1 (stereo unspecified)	-4	1	2	4	-2	0	1	5	2	-2
37	Cc1ccc(NC(=O)COC(=O)c2ccccc2Nc2ccccc2)cc1	-8	-7	2	8	3	2	1	0	-4	2
34	COc1cccc(CN(C)CC(=O)NCc2ccccc2Cl)c1OC	-5	3	2	0	-2	-7	0	-1	4	-11
30	Cc1ccc(C2=Nc3ccccc3N=C(C(Cl)Cl)C2)cc1	-9	7	-9	-5	11	-7	1	0	7	7
31	O=C(NCc1ccccn1)C1COc2ccccc2O1 (stereo unspecified)	1	-8	8	5	4	1	4	2	-10	4
29	NC(=O)/C(=C/c1ccco1)NC(=O)c1ccc(Br)o1	4	-4	-5	-3	8	0	4	9	8	3

# Sorted by value in GC-B act (high to low): some entries from above.
no.	Compound	HTRA1 inhibitor	SIAE primary	MBD2 DNA inh	PRMT1 inh	NPR1 activator	TCR-CD3 inh	GC-B act	mABHD4 FP
40	O=C(CSc1nc2ccccc2c(=O)n1CC1CCCCC1)N1CCOCC1	0	-1	2	-1	10	1	12	-1
39	C=CC(=O)Nc1ccc(N(C)c2ccnc(Nc3ccc(N4CCN(C)CC4)cc3)n2)cc1	2	0	4	-2	-6	6	-8	11
32	C[C@H](O)[C@@H]1C(=O)N2CCc3c([nH]c4ccccc34)[C@@H]2C[C@@H]1N(C)C(=O)Nc1ccc(F)cc1	-2	3	-8	15	1	-7	-10	1

# Going on with the list.
nr	Compound	HTRA1 inhibitor	SIAE primary	MBD2 DNA inh	UHRF1 MBD2 ctr	PRMT1 inh	NPR1 activator	TCR-CD3 inh	GC-B act	mABHD4 FP	rCAG RNA binder
41	Cc1nn(C)cc1C(C(=O)NC1CCCCC1)N(C(=O)c1cnccn1)c1ccc(Oc2ccccc2)cc1 (stereo unspecified)	7	-9	4	1	-1	5	3	1	-1	-4
42	Cc1nn(C(C)C(=O)NCCc2ccccc2)c(=O)c2cc3occc3n12 (stereo unspecified)	1	-8	3	-4	-6	2	7	0	5	-2
43	CCN(CC)C(=O)c1ncn2c1C(=O)N(C)CC2	·	-2	1	0	0	0	-2	-5	2	1
44	Cc1ccc(C(C(=O)NC2CCCCC2)N(C(=O)c2csnn2)C2CCCC2)o1 (stereo unspecified)	-4	5	-1	-2	-1	0	9	-8	3	-6
45	CC(C(=O)O)n1nc2ccccc2n1 (stereo unspecified)	-5	-3	10	5	7	4	-1	7	-9	2
46	CC(C)(C)N(Cc1ccccc1)C(=O)COC(=O)Cn1[nH]c(=O)c2ccccc2c1=O	-4	5	-4	-1	-4	-3	13	-2	-8	-1

# Compound activity: PubChem BioAssay, several laboratories
